D1 ag = Allosteric Agonists of the Human D1 Dopamine Receptor: qHTS; HEK293 T-REx D1 cells, calcium flux, agonist mode; hit rate 1% among 360,000; activation, % at 2 µM; in the data active = activation above about 30%; note: 0% is about no effect
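Inducible HEK293 T-REx D1 cells, force-coupled to calcium signalling, were plated at 4000 cells/well with tetracycline and held overnight at 30 C. After no-wash calcium dye loading, compound-evoked calcium rise over 180 s flagged agonists.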
D1 PAM = Potentiators of Human D1 Dopamine Receptor: qHTS | D(1A) dopamine receptor (Homo sapiens), P21728 | HEK293 TREx D1 cells, calcium flux, dopamine EC20 potentiation | potentiation, % at 10 µM | hit rate 0.036% among 360,000 | AID 504651, 2011; in the data active = potentiation above about 30%; note: 0% is about no effect
RXFP1 antag = qHTS Assay for Antagonists of the Relaxin Receptor RXFP1. Relaxin receptor 1 (Homo sapiens), Q9HBX9. HEK293-RXFP1, relaxin-stimulated cAMP HTRF, 30 min; active compounds read low. activity change, negative = inhibition, % at 57.5 µM. hit rate 0.59% among 350,000. AID 1259400, 2018;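 active = activity change of -60% or lower, but not beyond a set lower limit; inconclusive = change between -60% and -40%, or beyond the set limit; inactive = change above -40%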; note: % is set by controls: 0 for no effect and ±100 for the full control effect
Target sequence (Q9HBX9 whole entry, looked up): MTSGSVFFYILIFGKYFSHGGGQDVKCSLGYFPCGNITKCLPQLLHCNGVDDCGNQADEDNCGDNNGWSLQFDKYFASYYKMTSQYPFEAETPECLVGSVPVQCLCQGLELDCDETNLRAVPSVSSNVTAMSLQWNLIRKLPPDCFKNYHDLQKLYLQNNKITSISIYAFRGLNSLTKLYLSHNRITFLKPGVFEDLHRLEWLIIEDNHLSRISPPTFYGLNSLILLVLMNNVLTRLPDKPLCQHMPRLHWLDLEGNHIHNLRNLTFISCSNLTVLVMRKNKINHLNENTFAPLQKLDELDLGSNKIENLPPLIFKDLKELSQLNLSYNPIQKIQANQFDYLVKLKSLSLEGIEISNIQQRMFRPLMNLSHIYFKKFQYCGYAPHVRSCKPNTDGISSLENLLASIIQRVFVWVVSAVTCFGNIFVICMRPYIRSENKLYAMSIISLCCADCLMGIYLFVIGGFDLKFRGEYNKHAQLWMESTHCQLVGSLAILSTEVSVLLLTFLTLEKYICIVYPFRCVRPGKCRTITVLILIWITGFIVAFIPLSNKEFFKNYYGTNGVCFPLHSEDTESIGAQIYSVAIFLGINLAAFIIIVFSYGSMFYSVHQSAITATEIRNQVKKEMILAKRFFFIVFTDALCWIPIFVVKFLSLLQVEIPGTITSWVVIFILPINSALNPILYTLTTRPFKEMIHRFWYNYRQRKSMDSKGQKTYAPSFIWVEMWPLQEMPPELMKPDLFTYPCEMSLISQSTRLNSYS
TRHR ag = qHTS for Small Molecule Agonists and Allosteric Enhancers of Human TRH Receptor: Primary Screen for Agonists; hit rate 0.18% among 360,000; activation, % at 2 µM; TRHR cells, calcium flux fluo-8, FDSS agonist mode; Thyrotropin-releasing hormone receptor (Homo sapiens), P34981; in the data active = activation above about 30%; note: 0% is about no effect
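TRHR-expressing cells loaded with fluo-8 calcium dye; 23 nL library compound pin-transferred, kinetic FDSS fluorescence (Ex 480/Em 530) recorded about 180 s for agonist-induced calcium release, before a 10 nM TRH EC20 addition for potentiator mode.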
RXFP1 ag = qHTS Assay for Agonists of the Relaxin Receptor RXFP1; Relaxin receptor 1 (Homo sapiens), Q9HBX9; HEK293T-RXFP1 cAMP TR-FRET, 30 min; response scale: percent of porcine relaxin response, buffer zero; Potency, µM (series often up to 57.5 µM), inactives show at the highest dose activation, actives largely listed as activators; hit rate 0.3% among 370,000; AID 2676, 2010; note: potency is the fitted concentration of half-maximal effect; % is set by controls: 0 for no effect and ±100 for the full control effect; nearly all actives have a fitted effect of over 60% in size; many of its hits are not listed in these tables
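Agonist response is measured as cAMP accumulation in an RXFP1-transfected HEK293T line under PDE4 inhibition. Values are scaled between buffer-only and 29 nM porcine relaxin, and EC50s come from standard Hill equation fits.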
Anesthetic bind = qHTS Assay for Identification of Novel General Anesthetics; Ferritin light chain (Equus caballus), P02791; apoferritin/1-aminoanthracene competitive binding, fluorescence; Potency, µM (top dose mostly 77.5 µM), inactives show top-dose activity change, negative = displacement, actives largely listed as inhibitors; hit rate 0.074% among 350,000; note: potency is the fitted concentration of half-maximal effect; % is set by controls: 0 for no effect and ±100 for the full control effect; nearly all actives have a fitted effect of over 20% in size
Target sequence (P02791 2-175 limits assumed): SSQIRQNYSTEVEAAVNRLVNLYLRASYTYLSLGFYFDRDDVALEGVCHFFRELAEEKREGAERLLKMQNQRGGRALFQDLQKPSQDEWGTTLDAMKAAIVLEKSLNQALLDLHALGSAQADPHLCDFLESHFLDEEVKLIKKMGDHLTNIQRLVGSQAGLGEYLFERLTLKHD
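Read-out: endpoint 1-AMA fluorescence, excitation 380 nm and emission 535 nm, after compounds sit 10 min at room temperature with 10 uM horse-spleen apoferritin in 50% saturated 1-AMA/PBS. Values come from four-parameter Hill fits.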
D1 antag = Antagonist of Human D 1 Dopamine Receptor: qHTS | D(1A) dopamine receptor (Homo sapiens), P21728 | HEK293 TREx D1 cells, calcium flux, dopamine EC80; active compounds read low | activity change, negative = inhibition, % at 10 µM | hit rate 3.2% among 360,000; in the data active = activity change below about -30%; note: % is set by controls: 0 for no effect and ±100 for the full control effect
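After overnight tetracycline induction at 30 C, force-coupled D1 HEK293 cells took up a no-wash calcium dye at room temperature. Compounds were added and monitored 180 s, and the response to EC80 dopamine was then recorded.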
TRHR enhancer = qHTS for Small Molecule Agonists and Allosteric Enhancers of Human TRH Receptor: Primary Screen for Enhancers; Thyrotropin-releasing hormone receptor (Homo sapiens), P34981; TRHR cells, fluo-8 calcium fluorescence, EC20 TRH enhancement; enhancement, % at 2 µM; hit rate 0.66% among 360,000; AID 493056, 2011; in the data active = enhancement above about 30%; note: 0% is about no effect
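Enhancer read-out: after compound pinning and an initial kinetic agonist-mode read, an EC20 of TRH (10 nM final) was injected and fluo-8 calcium signal (Ex 480/Em 530) followed at 1 s/cycle for 100 cycles in TRHR-expressing cells.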
D2 potentiator = HTS Assay for Positive Allosteric Modulators of the Human D2 Dopamine Receptor: Primary Screen for Potentiators. D(2) dopamine receptor (Homo sapiens), P14416. HEK293 T-REx D2, calcium flux, EC20 dopamine potentiation. potentiation, % at 10 µM. hit rate 0.34% among 340,000;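 active = potentiation over 3 SD above the plate norm, cut at about 30% in these data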; note: 0% is about no effect
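Primary screen. Calcium kinetics in induced HEK293 T-REx D2 cells: compound pre-addition 180 s, EC20 dopamine, 180 s more.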
Numbers without * were called inactive; ? = inconclusive; · = not tested or not shown. Unless noted, calls come from the whole dose curve; as a rule, active = well fitted curve in the direction sought with a large enough effect; inconclusive = small, poorly fitted or top-dose-only effect, or another doubt; inactive = no such curve, though single readings can be large; an effect the other way counts as inactive or inconclusive. These rows are one share of the data. The share of hits here may be higher or lower than overall.

cpd	molecule	D1 ag	D1 PAM	RXFP1 antag	TRHR ag	RXFP1 ag
1	CCOC(=O)c1cnc(-n2nc(C)cc2C)nc1NNc1ncc(-c2ccccc2)cn1	1	-1	26	-1.9	-1.4%
2	CCOC(CCNC(=O)c1cn(CCOC)c(=O)c2c1c1ccccc1n2C)OCC	2	-6	1	-0.4	0.1%
3	Cc1ccccc1OCCNC(=O)/C=C/c1ccccc1	3	-6	-2	0.1	1.8%
4	CCOc1ccc(-n2c(C)nc3cc(C(=O)NCCC4=CCCCC4)ccc32)cc1	0	1	-20	0.4	1.0%
5	CCCCC(=O)NC(=S)Nc1cccc(NC(=O)c2ccccc2)c1	3	1	5	-4.9	2.9%
6	O=C(O)C1=C[C@@H](c2coc3ccccc3c2=O)C[C@@H](OCc2ccc(CO)cc2)O1	-5	0	·	-0.1	17%
7	O=C(CN1C(=O)COc2ccc(S(=O)(=O)N3CCOCC3)cc21)N1CCN(c2ccc(F)cc2)CC1	-2	-2	·	-0.9	-0.9%
8	CCc1ccc(C(=O)Nc2nc(C)cs2)s1	4	-8	-9	0.1	-0.6%
9	O=C(CN1CCN(c2ccccn2)CC1)NCCc1ccccc1	1	-2	4	0.0	-0.1%
10	Cc1cc2ncn(/N=C/c3ccc([N+](=O)[O-])s3)c2cc1C	2	2	0	1.1	-1.2%
11	COc1ccc(CCC(C)N2CCOCC2)cc1 (stereo not given)	-2	-6	-3	0.5	-2.1%
12	COc1cc2c(cc1OC)C(COc1ccccc1OC)N(C(=O)C(C)(C)C)CC2 (stereo not given)	-1	-6	1	0.0	4.9%

cpd	Anesthetic bind	D1 antag	TRHR enhancer	D2 potentiator
1	-6%	27	0	6
2	-12%	29	-2	-9
3	-24%	13	4	6
4	2%	2	-4	-10
5	?	-24	3	1
6	1%	-22	-5	0
7	2%	-27	1	1
8	-5%	12	4	-18
9	-6%	-2	1	-6
10	-10%	-19	26	13
11	-5%	-22	-2	-6
12	-7%	2	-2	1

Next structures:
cpd	molecule	D1 ag	D1 PAM	RXFP1 antag	TRHR ag	RXFP1 ag
13	O=C(c1cc(COc2ccc(F)c(F)c2)on1)N1CCN(C2CCCCC2)C(=O)C1	30	-2	11	-0.2	1.1%
14	O=S(=O)(c1ccc(Cl)cc1)c1nnn2c1nc(NCc1cccs1)c1sccc12	2	-4	-23	0.7	?
15	CCn1cc(SCC(=O)N2CCc3ccccc32)c2ccccc21	-2	8	2	-0.5	0.8%
16	C=CCn1c(SCC(=O)NCc2ccco2)nc2ccccc2c1=O	-1	3	9	-0.3	1.5%
17	COc1ccc2c(=O)c(N3C(=O)c4ccccc4C3=O)c(C)oc2c1	3	-2	9	-0.6	0.8%
18	Cn1c(SCC(=O)N/N=C/c2ccco2)nc2ccccc21	0	-6	·	-0.4	1.9%
19	COc1ccc(C(=O)OCC(=O)Nc2ccc3[nH]c(=O)[nH]c3c2)cc1	2	-15	-27	0.6	0.1%
20	CCn1c(SCC(=O)N/N=C/c2ccc(OC)c(OC)c2)nc2ccccc21	-1	-7	-15	-1.0	1.2%
21	Cc1ccc2oc(=O)c3cnn(CC(=O)N4CCc5ccccc5C4)c3c2c1	2	·	-3	0.1	-0.5%
22	S=C1NCN(C2CCCCC2)CN1CCc1ccccc1	-1	-2	13	-0.9	1.2%
23	COc1ccc(N2CCN(C(=O)Cn3ncc4c3-c3cc(C)ccc3OC4)CC2)cc1	4	-7	·	-0.3	1.2%
24	Cc1nc(Nc2cccc(O)c2)c2c3c(sc2n1)CCC3	-1	4	1	0.6	-0.7%

cpd	Anesthetic bind	D1 antag	TRHR enhancer	D2 potentiator
13	-19%	-12	-3	-4
14	-3%	-22	-5	0
15	11%	-14	-1	10
16	-6%	1	5	-20
17	-12%	7	-5	0
18	?	0	0	1
19	·	3	-2	-1
20	-23%	16	17	4
21	-8%	20	-7	-1
22	-3%	4	8	10
23	-6%	12	1	3
24	6%	-23	4	7

(cont.)
cpd	molecule	D1 ag	D1 PAM	RXFP1 antag	TRHR ag	RXFP1 ag
25	CCOc1ccc(NC(=O)Nc2ccc(Cc3ccncc3)cc2)cc1	5	-5	-32	0.3	-0.7%
26	CC1(C)CC(=O)C(C(=S)Nc2ccccc2)=C(NC2CC(C)(C)NC(C)(C)C2)C1	5	-5	-11	1.2	-2.3%
27	C/C(=N\NC(=O)c1cc(C)nc2ccccc12)c1ccco1	-1	-4	7	0.2	-0.4%
28	CCCCn1c(SCC(=O)NCc2ccc3c(c2)OCO3)nnc1C(CC)N(C)C (stereo not given)	7	2	-18	-0.3	1.5%
29	CSc1ccccc1C(=O)NCCSC(C)(C)C	1	-4	2	0.0	1.9%
30	Cc1ccc2[nH]c(=O)c(CN(C(=O)c3cccs3)c3ccccc3)cc2c1	8	0	·	-0.8	-0.3%
31	O=C(CCCCC(=O)NNC(=O)COc1ccccc1)NNC(=O)COc1ccccc1	2	-5	-2	0.7	3.9%
32	CC1CCc2c(sc(NC(=O)CCc3nc4ccccc4c(=O)[nH]3)c2C#N)C1 (stereo not given)	3	-1	11	0.2	-0.7%
33	COc1cccc(-n2c(CN3CCN(c4ccccn4)CC3)nc3ccc([N+](=O)[O-])cc3c2=O)c1	1	-1	4	-0.6	0.0%
34	Nc1ncnc(SCc2c(F)cccc2Cl)n1	1	2	-5	-0.1	-0.7%
35	Cc1ccccc1-c1cc(C(=O)Nc2sc(C(=O)OC(C)C)c(C)c2C#N)c2ccccc2n1	16	-1	-65*	0.3	0.8%
36	O=c1c2cc3c(cc2n(Cc2cccc(Cl)c2)c(=O)n1Cc1nc(-c2ccccc2)no1)OCO3	3	-3	8	0.8	0.2%

cpd	Anesthetic bind	D1 antag	TRHR enhancer	D2 potentiator
25	?	-3	-1	5
26	-6%	0	-8	2
27	-14%	·	2	0
28	·	13	-19	2
29	-5%	-11	9	·
30	-10%	10	7	10
31	-6%	1	13	-7
32	·	9	-3	-7
33	-21%	-13	5	-17
34	0%	5	3	·
35	?	-11	1	16
36	-8%	-52*	-4	-8

(cont.)
cpd	molecule	D1 ag	D1 PAM	RXFP1 antag	TRHR ag	RXFP1 ag
37	CCCCS/C(=C(/C#N)C(N)=O)c1cc2c([nH]1)CCCC2	1	6	-10	-0.5	0.8%
38	CN(CC(=O)Nc1ccc(F)cc1)C(=O)c1cccc(NS(=O)(=O)c2ccccc2)c1	-1	-3	0	-0.6	1.6%
39	COc1cccc(C=Nc2ccccc2C#N)c1O	4	3	-2	4.8	2.3%
40	CC(NCc1ccc2c(c1)OCO2)c1ccccc1 (stereo not given)	2	-4	5	0.7	-3.0%
41	O=C(N/N=C/c1cc([N+](=O)[O-])ccc1O)c1cc(-c2ccccc2)nc2ccccc12	3	-2	1	0.1	0.0%

cpd	Anesthetic bind	D1 antag	TRHR enhancer	D2 potentiator
37	?	23	5	1
38	·	6	4	-3
39	-9%	0	1	10
40	-8%	16	3	-3
41	-11%	0	-1	4

Structural class, the entries above with a thiophene ring, fused or not.
cpd	molecule	D1 ag	D1 PAM	RXFP1 antag	TRHR ag	RXFP1 ag
8	CCc1ccc(C(=O)Nc2nc(C)cs2)s1	4	-8	-9	0.1	-0.6%
10	Cc1cc2ncn(/N=C/c3ccc([N+](=O)[O-])s3)c2cc1C	2	2	0	1.1	-1.2%
14	O=S(=O)(c1ccc(Cl)cc1)c1nnn2c1nc(NCc1cccs1)c1sccc12	2	-4	-23	0.7	?
24	Cc1nc(Nc2cccc(O)c2)c2c3c(sc2n1)CCC3	-1	4	1	0.6	-0.7%
30	Cc1ccc2[nH]c(=O)c(CN(C(=O)c3cccs3)c3ccccc3)cc2c1	8	0	·	-0.8	-0.3%
32	CC1CCc2c(sc(NC(=O)CCc3nc4ccccc4c(=O)[nH]3)c2C#N)C1 (stereo not given)	3	-1	11	0.2	-0.7%
35	Cc1ccccc1-c1cc(C(=O)Nc2sc(C(=O)OC(C)C)c(C)c2C#N)c2ccccc2n1	16	-1	-65*	0.3	0.8%

cpd	Anesthetic bind	D1 antag	TRHR enhancer	D2 potentiator
8	-5%	12	4	-18
10	-10%	-19	26	13
14	-3%	-22	-5	0
24	6%	-23	4	7
30	-10%	10	7	10
32	·	9	-3	-7
35	?	-11	1	16

Source: PubChem BioAssay (National Center for Advancing Translational Sciences (NCATS))
